Assay outcomes as filed in PubChem BioAssay.
Giardia killer: Giardia lamblia killing; Giardia lamblia trophozoite viability; activity change, % at 7.66 µM, hits read low; 340,000 tested, 0.15% active; AID 540267; in the data active means activity change below about -80%; inconclusive means between about -30% and that limit;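 further: parasites exposed to compound for two days anaerobically before the ATP read; on the % scale 0 is the no-effect control and ±100 the full control effect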
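Compounds were tested on trophozoites seeded at 100 cells/well and held 48 hrs at 37 deg C anaerobically. An ATP-based luminescent kit measured the remaining live cells.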
TSHR antag: antagonists of human thyroid stimulating hormone receptor | P16473 | TSHR-expressing cells, TSH-stimulated cAMP HTRF, 2 h; active compounds read low | activity change, negative = inhibition, % at 11.5 µM | 330,000 tested, 0.2% active | AID 504810;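 active means activity change below a set negative limit, meaning inhibition stronger than a set level, cut at about -70% in these data; inconclusive means activity change between two set negative limits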; further: on the % scale 0 is the no-effect control and ±100 the full control effect
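Read-out is FRET at 665 nm (cryptate excitation 337 nm) from a cryptate-tagged anti-cAMP antibody, competed by cell cAMP against cAMP-d2. Compounds are tested on freshly harvested TSHR cells challenged with 4nM TSH (EC80) for 2 hours at 37 deg C.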
FBPA coupling cs: coupling enzyme interference in Giardia aldolase counter-screen. activity change, negative = inhibition, % at 58.2 µM, hits read low. 290,000 tested, 0.67% active. AID 2472. coupling enzyme system counterscreen, AmpLite Red fluorescence; in the data active means activity change below about -30%; further: on the % scale 0 is the no-effect control and ±100 the full control effect
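Coupling enzymes only (glyceraldehyde-3-phosphate) + compound, at 57.5 uM final, 10 min RT; add substrate/coupling/AmpLite Red mix, 20 min RT; fluorescence ex 525/em 598 nm. Actives flag coupling-system interference.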
KCNH2 WT inh: inhibitors of human wildtype KCNH2 potassium channel; Q12809; U2OS, BacMam KCNH2, thallium flux FluxOr; active compounds read low; activity change, % at 1.84 µM; 340,000 tested, 0.37% active; AID 720551;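 active means maximum activity change below -70%; inconclusive means maximum activity change between -70% and -50%; inactive means maximum activity change above -50%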; further: on the % scale 0 is the no-effect control and ±100 the full control effect
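U2OS cells were transduced with wild-type KCNH2 virus (2.03 x 10^8 / mL) for 4 h at room temperature, then cultured overnight at 37 C. Thallium flux was read with FluxOr dye. Rate constants were normalized to DMSO controls.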
BCR signal inh: chronic active BCR signaling inhibition; ABC-DLBCL IkBa-CBG/CBR reporter, luminescence ratio, 4 h; Potency, µM (series often up to 46.1 µM), inactives show at the top dose ratio change, negative = lower green/red ratio, usual class: inhibitors; 340,000 tested, 0.05% active; AID 493014; active means well fitted inhibition curve with a large enough effect in the signal ratio, with a control signal flat, not every such curve was filed as active; inconclusive means small, poorly fitted or top-dose-only effect, or effect the other way, or a change in a side signal; the % refers to the signal ratio;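 further: potency means the concentration at half of the fitted maximal effect; plate controls were basal doxycycline-induced cells for no effect and cells given 10 µM MG132 for full effect; MG132 reads +100%, hits lower the ratio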
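TMD8 human ABC-DLBCL cells with doxycycline-inducible IκBα–green luciferase fusion and unfused red luciferase, in 0.5% FBS medium; compounds up to 46 uM, 4 h at 37C. Green/red luminescence ratio, filter-overlap corrected, fitted to concentration-response curves.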
GALK inhibitor: blocks human galactokinase activity; Purified GALK, Kinase-Glo residual ATP luminescence; Potency, µM (top dose mostly 57.5 µM), inactives show at the highest dose activity change, negative = inhibition, usual class: inhibitors; 270,000 tested, 0.007% active; AID 1868; further: potency means the concentration at half of the fitted maximal effect; on the % scale 0 is the no-effect control and ±100 the full control effect
Target sequence (P51570 whole entry, looked up): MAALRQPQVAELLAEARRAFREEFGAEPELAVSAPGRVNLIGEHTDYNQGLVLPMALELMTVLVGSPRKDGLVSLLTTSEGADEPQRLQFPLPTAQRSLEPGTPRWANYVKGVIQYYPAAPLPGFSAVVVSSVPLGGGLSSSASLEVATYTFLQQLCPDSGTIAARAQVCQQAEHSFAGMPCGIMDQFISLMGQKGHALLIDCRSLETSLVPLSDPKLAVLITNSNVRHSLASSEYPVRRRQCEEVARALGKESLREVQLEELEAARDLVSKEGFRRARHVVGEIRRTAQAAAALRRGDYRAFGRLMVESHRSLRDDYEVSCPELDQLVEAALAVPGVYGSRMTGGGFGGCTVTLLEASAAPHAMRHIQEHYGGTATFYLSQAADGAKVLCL
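Galactose (100 uM) and ATP (35 uM) were turned over by 5 nM GALK for 1 h at RT. Kinase-Glo Plus then converted the remaining ATP into a luminescent signal.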
A-T KAP1 phos: candidate therapy for ataxia-telangiectasia; […] A-T fibroblasts, KAP-1 phosphorylation AlphaLISA; neocarzinostatin DNA damage 30 min before lysis; Potency, µM (highest dose often 57.5 µM), without a hit: at the highest dose activation, usual class: activators; 320,000 tested, 0.19% active; AID 485349; further: potency means the concentration at half of the fitted maximal effect; % of control where 0% means no effect; nearly all actives have a fitted effect of over 45% in size
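hTERT-immortalized A-T patient fibroblasts ([…]), 500 cells/well in OPTI-MEM, 1% FBS, got compounds for 60 min, then NCS for 30 min at 37C. Lysates were then assayed for phospho-KAP-1 by AlphaLISA (anti-pKAP1 donor, anti-KAP1 acceptor beads), 6 hr at 25C.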
Tb PFK inh: T. brucei PFK enzyme inhibition; Potency, µM (titrated, usually from 57.5 µM), for inactives: at the top dose activity, negative = inhibition, most hits filed as inhibitors; T. brucei PFK, ADP-Glo luminescence; AID 485367; 330,000 tested, 0.17% active; O15648;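 further: potency means the concentration at half of the fitted maximal effect; 0% = uninhibited 1x PFK enzyme wells and -100% = no-enzyme wells; nearly all actives have a fitted effect of over 60% in size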
Target sequence (O15648 whole entry, looked up): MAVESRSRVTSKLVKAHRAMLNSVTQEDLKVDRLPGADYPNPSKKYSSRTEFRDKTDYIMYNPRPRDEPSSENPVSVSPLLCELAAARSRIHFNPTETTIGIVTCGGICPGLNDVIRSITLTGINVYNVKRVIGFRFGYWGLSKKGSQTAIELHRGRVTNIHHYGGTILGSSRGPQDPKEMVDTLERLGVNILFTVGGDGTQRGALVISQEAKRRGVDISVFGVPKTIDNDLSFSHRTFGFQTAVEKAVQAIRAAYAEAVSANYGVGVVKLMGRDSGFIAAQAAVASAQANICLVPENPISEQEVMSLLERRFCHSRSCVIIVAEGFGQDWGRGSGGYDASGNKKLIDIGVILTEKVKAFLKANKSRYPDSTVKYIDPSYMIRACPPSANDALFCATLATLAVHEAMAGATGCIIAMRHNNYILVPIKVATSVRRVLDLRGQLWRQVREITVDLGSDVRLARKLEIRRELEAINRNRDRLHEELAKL
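Luminescent ADP detection (ADP-Glo, two-step: ATP depletion then ADP-to-ATP conversion for luciferase) reported PFK activity after 45 min room-temperature reaction of 1.25 nM enzyme with 0.5 mM F6P and 0.1 mM ATP at pH 8.0.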
TCR act: activators of T cell receptors | primary human leukocytes, anti-CD3, IL-2 HTRF, 48 h | AID 504894 | 330,000 tested, under 10 active | Potency, µM (top dose mostly 9.22 µM), without a hit: top-dose activation of IL-2 secretion, hits mostly activators; further: % of control where 0% means no effect
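Primary human leukocytes were stimulated with a-CD3 beads plus compounds for 48 hr without co-stimulation; secreted IL-2 was quantified by HTRF using a-IL-2-K (europium cryptate) and a-IL-2-d2, excited at 320nm with acceptor emission read at 665nm.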
MLL CXXC-DNA inh: blocks binding of human MLL CXXC domain to DNA; Q03164; MLL-CXXC / FITC-HOXA9 DNA fluorescence polarization; Potency, µM (doses to about 115 µM), without a hit: top-dose activity change, negative = inhibition, usual class: inhibitors; 290,000 tested, 0.037% active; AID 2662; active means well fitted inhibition curve with a large enough effect in the polarisation, with a control signal flat, not every such curve was filed as active; inconclusive means small, poorly fitted or top-dose-only effect, or effect the other way, or a change in a side signal; inactive means no such curve, though single readings can be large or run the other way; the % refers to the polarisation; further: potency means the concentration at half of the fitted maximal effect
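Fluorescence polarization: 7 uM MLL-CXXC (stock) preincubated 5 min with compounds, then 50 nM fluorescein-HOX-A9 DNA (stock) added; 30 min ambient. Buffer 50 mM Tris-HCl pH 7.5, 50 mM NaCl, 1 mM DTT, 0.05% BSA.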
The depositor's hits bear a star; ? = inconclusive; nt = no result given; [ ] = dose if it differs, or a comment. Unless noted, the call rests on the fitted dose curve; in most records, active means well fitted curve in the direction sought with a large enough effect; inconclusive means small, poorly fitted or top-dose-only effect, or another doubt; inactive means no such curve, though single readings can be large; an effect the other way counts as inactive or inconclusive.

SMILES	Giardia killer	TSHR antag	FBPA coupling cs	KCNH2 WT inh	BCR signal inh	GALK inhibitor	A-T KAP1 phos	Tb PFK inh	TCR act	MLL CXXC-DNA inh
Cc1ccccc1N1C(=O)CC(Sc2nnc(-c3ccccc3)o2)C1=O (stereo not drawn)	6.9	9.5	2.8	1.9	?	-0.5%	-8.1%	8.1%	2.2%	3.4%
O=C(N/N=C/c1ccc(N2CCOCC2)o1)c1cccc(C(F)(F)F)c1	-4.5	-0.9	-6.3	-13.8	-19.3%	-0.8%	-3.9%	-1.0%	10.6%[46.1 µM]	31.6%[activator]
O=C(CSc1ncnc2sccc12)N1CCCCC1	4.2	-4.4	nt	-9.3	3.0%	nt	3.9%	1.1%	0.3%[46.1 µM]	nt
CCCCC(CC)C(=O)Nc1cccc(SC)c1 (stereo not drawn)	-24.7	-15.7	0.8	-1.3	1.6%	10.3%	1.6%	-3.2%	-5.3%	-3.5%
Cn1cccc1C(=O)OCC(=O)c1cc2ccccc2o1	-8.8	-0.5	-0.1	-26.7	-0.6%	6.4%	4.0%	1.1%	-17.3%	-2.2%
COc1ccc(NC(=O)c2cccc(N3C(=O)c4cccc([N+](=O)[O-])c4C3=O)c2)cc1	-0.1	-6.6	nt	-15.6	?	4.8%	-0.4%	-0.6%	0.9%	-0.8%
CCN(CC)S(=O)(=O)c1ccc(NC(=O)c2cc(=O)[nH]c3ccccc23)cc1	-18.7	-4.0	-0.8	2.7	-4.5%	7.7%	-10.1%	0.5%	3.5%	1.7%
COc1ccc(C2/C(=C(/O)c3ccccc3)C(=O)C(=O)N2CO)cc1 (stereo not drawn)	12.5	1.1	3.2	-4.7	-3.8%	-2.0%	-1.9%	-0.1%	-5.6%	-3.5%
C/C(=N\Nc1nc(N2CCCCC2)nc(N2CCOCC2)n1)c1ccccc1O	-3.6	-12.1	-10.7	3.5	-16.7%	-0.4%	-0.2%[11.5 µM]	-2.3%	-0.6%	11.3%
CC1(C)CC(=O)N(CC(=O)NCc2ccccc2)c2ccccc2S1(=O)=O	9.7	-4.3	-2.8	-1.7	-7.2%	1.5%	-7.7%	0.8%	-1.9%	4.0%
CCn1cc(C(=O)NC(C)C23CC4CC(CC(C4)C2)C3)cn1 (stereo not drawn)	14.2	-0.1	2.8	-0.3	-3.6%	0.1%	2.4%	-0.3%	18.3%[46.1 µM]	5.9%
CC(C)(C)c1ccc(S(=O)(=O)n2c(CN3CCOCC3)nc3ccccc32)cc1	-11.8	-1.0	2.9	-2.3	-27.6%	-1.5%	0.9%	3.6%	-0.1%	-10.4%
CC(=O)N1N=C(c2ccc([N+](=O)[O-])cc2)CC1c1ccccc1Cl (stereo not drawn)	14.1	-7.7	0.9	8.9	6.4%	-4.1%	-3.4%	-0.8%	-3.0%	1.3%
COCCN(C(=O)CCC(=O)Nc1cc(C)on1)C(C(=O)NC1CCCC1)c1ccccc1C (stereo not drawn)	4.7	5.7	0.0	-0.9	23.9%	0.5%	-7.7%	-2.8%	-6.0%	-5.9%
Cc1c(C(=O)N2CCCC2)c(S(=O)(=O)N2CCCCC2)c(C)n1C	4.8	6.5	-1.5	9.4	0.4%	7.3%	3.0%	-0.7%	6.9%	2.3%
Cc1cc(C)c2cc(CN(CCN(C)C)C(=O)Nc3ccccc3Cl)c(=O)[nH]c2c1	-24.3	10.1	-1.0	16.3	?	-0.1%	-7.1%	-3.0%	-1.0%	2.9%
NCCCC[C@H](NC(=O)C1CCNCC1)c1nnc([C@@H](N)Cc2ccc(O)cc2)o1	7.0	0.1	4.8	2.3	?	2.3%	-10.6%	-0.3%	-0.8%	-15.6%
C/C(=N\Nc1ccc(S(N)(=O)=O)cc1[N+](=O)[O-])c1ccco1	0.5	15.5	1.2	1.7	?	0.9%	-11.3%	0.6%	3.8%	3.0%
COc1ccc(NC(=S)Nc2ccc(S(=O)(=O)N3CCOCC3)cc2)c(OC)c1	-7.4	-5.3	1.8	-39.3	-4.9%	-1.8%	-3.4%	-0.8%	-6.0%[46.1 µM]	3.0%
CC[C@]12c3[nH]c4ccc(Cl)cc4c3CCN1C(=O)[C@@H](CC(=O)NCC13CC4CC(CC(C4)C1)C3)C[C@@H]2C(=O)N1CCN(C(=O)c2ccco2)CC1	32.6[activator]	12.1	nt	5.6	?	nt	8.6%	-2.5%	2.0%[46.1 µM]	nt
COCCN1C(=O)CC(NNC(=O)c2ccc(S(=O)(=O)N3CCCC3)cc2)C1=O (stereo not drawn)	-10.7	-9.9	2.0	3.9	-0.5%	-0.8%	0.7%	7.9%	6.8%	-1.2%
C[C@@H]1CN([C@H](C)CO)C(=O)c2cc(NC(=O)Cc3cn(C)c4ccccc34)ccc2O[C@H]1CN(C)C(=O)Nc1ccc2c(c1)OCO2	17.6	11.3	nt	-13.7	-1.3%	nt	-8.9%	-5.2%	3.9%	nt
CC(C)(C)S(=O)(=O)Cc1nc(-c2ccc(Cl)c(Cl)c2)cs1	-1.5	-9.9	-1.1	-7.6	0.5%	0.3%	-4.1%	0.4%	-19.4%	7.6%
COC(=O)c1ccc(Nc2nc(C)cc(C)n2)cc1	-17.3	1.1	-0.5	-20.9	-0.2%	0.0%	-4.8%	7.7%	6.5%	17.1%
O=c1cc(N2CCN(c3ccccc3)CC2)[nH]c(=O)n1C1CCCCC1	21.9	-7.0	1.3	4.3	5.9%	-2.8%	3.7%	4.2%	-5.5%	15.4%
CCOC(=O)C[N+]1(C)CCN(C(C)=O)CC1	-6.7	8.9	3.6	0.0	-2.3%	-3.7%	-0.8%	3.1%	-2.1%	6.4%
CC(C)(C)c1cc(NS(=O)(=O)c2ccc(Br)s2)no1	-2.4	-15.5	9.2	27.4	0.5%	3.7%	-5.2%	0.0%	-3.0%	-11.0%
COc1ccc(S(=O)(=O)N2CCCCC2)cc1NC(=O)CCCOc1ccc(C)cc1	-1.4	1.5	nt	5.0	1.4%	nt	4.0%	-6.1%	-9.6%	nt
Cc1ccc(NC(=O)CCC(=O)NNC(=O)NC23CC4CC(CC(C4)C2)C3)cc1C	18.8	3.7	-0.5	16.7	-1.1%	8.2%	3.1%	2.4%	-0.4%	-17.6%
Cc1cc(SCc2ccc([N+](=O)[O-])cc2)nc(=O)[nH]1	22.0	-138.4*	-2.3	-2.7	?	8.7%	3.5%	?	-7.1%	1.8%
Brc1ccc(C2=CC(c3ccco3)n3nnnc3N2)cc1 (stereo not drawn)	12.9	-6.9	0.3	3.3	?	nt	3.0%	0.6%	-0.6%	2.2%
CCC(=O)Nc1c(C)cc(C)cc1Cl	0.6	16.8	0.7	2.7	-1.0%	10.0%	0.4%	5.3%	6.5%	4.0%
COc1ccc(CN=Cc2c(C(=O)O)[nH]c3ccccc23)cc1	1.1	0.1	0.0	-0.5	-0.9%	-1.9%	1.4%	0.5%	1.1%	2.1%
CCOc1ccc2nc(SCC(=O)c3ccccc3)sc2c1	-10.0	3.6	-9.0	-0.2	-25.6%	0.4%	-6.6%	0.9%	-14.1%	-0.1%
CN(Cc1ccccc1)C(=O)c1ccccc1-c1ccccc1	-12.6	-2.5	-1.1	3.3	1.1%	-1.5%	2.7%	-1.1%	12.0%	6.2%
CCOC(=O)N1CCN(C(=O)Cn2c(C)cc3ccccc3c2=O)CC1	-10.8	3.5	-2.2	-8.9	-1.2%	1.2%	4.7%	-4.1%	-2.6%	-1.0%
Cc1ccc(NC(=O)c2ccc(S(=O)(=O)N3CCCCC3)cc2)nc1	5.5	-4.9	nt	2.1	8.1%	nt	2.8%	-1.7%	-3.6%	nt
Cc1ccc(C(=O)N2CCC(n3nccc3NC(=O)c3ccccc3C)CC2)cn1	-1.2	-5.1	nt	-1.2	?	-0.3%	29.7%	-0.5%	-3.3%	13.7%
Cn1c(=Nc2ccccc2)sc2ccccc21	-11.3	-23.3	4.9	-12.8	3.3%	-2.0%	5.3%	4.4%	0.3%	-7.1%
O=C(CCCc1ccccc1)NC1CCSC1=O (stereo not drawn)	-0.3	3.2	-1.5	0.4	-0.8%	-3.1%	-1.1%	-0.3%	9.4%	-0.3%
O=C(Cc1ccc(Cl)cc1)SCc1ccccc1	-28.0	6.4	nt	-6.5	?	nt	13.1%	-2.5%	16.1%	nt
COc1ccc(CN2CCNC(=O)C2CC(=O)N(C)Cc2nc(C)cs2)c(OC)c1 (stereo not drawn)	-11.5	-15.6	-0.5	-4.6	-1.9%	-5.6%	-8.4%	1.4%	-2.3%	-3.9%
CC1CN(S(=O)(=O)c2cccc(C(=O)NCCc3ccc(S(N)(=O)=O)cc3)c2)CC(C)O1 (stereo not drawn)	10.2	-1.4	nt	0.2	-1.2%	nt	0.6%	-6.0%	-1.0%	nt
